Bioassay records (PubChem BioAssay)
Coupling enz = coupling enzyme interference in Giardia aldolase counter-screen; 0.67% of 290,000 active; coupling enzyme system counterscreen, AmpLite Red fluorescence; activity change, negative = inhibition, % at 58.2 µM, hits read low; in the data active means activity change below about -30%; further: on the % scale 0 is the no-effect control and ±100 the full control effect
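Activity here indicates interference with the coupling reaction, not aldolase inhibition. Compounds at 57.5 uM final met coupling enzymes for 10 min at RT; substrate and AmpLite Red detection followed, with a 525/598 nm fluorescence read after 20 min.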
Giardia killer = Giardia lamblia killing; activity change, % at 7.66 µM, hits read low; Giardia lamblia trophozoite viability; 0.15% of 340,000 active; in the data active means activity change below about -80%; inconclusive means between about -30% and that limit;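 further: parasites exposed to compound for two days anaerobically before the ATP read; on the % scale 0 is the no-effect control and ±100 the full control effect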
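Trophozoites 100 cells/well + cpd; 48 hrs, 37 deg C, anaerobic. ATPLite 1-Step added, 15-30 min RT, luminescence read (ATP-based viability).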
MLL CXXC-DNA inh = blocks binding of human MLL CXXC domain to DNA. Potency, µM (highest dose often 115 µM), for the others: top-dose activity change, negative = inhibition, most hits filed as inhibitors. MLL-CXXC / FITC-HOXA9 DNA fluorescence polarization. AID 2662. 0.037% of 290,000 active. Q03164; active means well fitted inhibition curve with a large enough effect in the polarisation, with a control signal flat, not every such curve was filed as active; inconclusive means small, poorly fitted or top-dose-only effect, or effect the other way, or a change in a side signal; inactive means no such curve, though single readings can be large or run the other way; the % refers to the polarisation; further: potency means the concentration at half of the fitted maximal effect
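Steps: dispense CXXC domain solution (7 uM) → pin compounds or unlabeled HOX-A9 DNA control → 5 min ambient → add FLSN-HOX-A9 solution (50 nM) → spin → 30 min ambient → fluorescence polarization. Tris pH 7.5/NaCl/DTT/BSA buffer.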
USP2a inh = blocks human ubiquitin-specific protease USP2a; USP2 core, Ub-CHOP2 coupled fluorogenic reporter, 485/531; 0.01% of 330,000 active; Potency, µM (titrated, usually from 38.3 µM), for inactives: at the highest dose activity change, negative = inhibition, most hits filed as inhibitors; O75604; AID 463254;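 further: potency means the concentration at half of the fitted maximal effect; plate controls were DMSO wells for no effect and full inhibition by NEM control for full effect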
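USP2 core (10nM final) preincubated 30min RT with compound in 20mM Tris-HCl pH 8.0, 2mM CaCl2, 2mM beta-mercaptoethanol, 0.05% CHAPS; 25nM Ub-CHOP2 plus 25nM reporter substrate added, fluorescence (Ex485/Em531) read after 60min.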
B2AR arrestin = agonists driving beta-arrestin recruitment to human beta2-adrenergic receptor; P07550; beta-arrestin recruitment to beta2AR, cell-based reporter; Potency, µM (titrated, usually from 46.1 µM), for inactives: at the top dose activation, usual class: activators; 0.02% of 330,000 active; AID 492947;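 further: potency means the concentration at half of the fitted maximal effect; 0% = DMSO controls and full agonism = EC100 isoproterenol or metaproterenol; nearly all actives have a fitted effect of over 65% in size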
GALK inh = galactokinase (human) inhibition; 0.007% of 270,000 active; Purified GALK, Kinase-Glo residual ATP luminescence; P51570; AID 1868; Potency, µM (titrated, usually from 57.5 µM), for inactives: at the highest dose activity change, negative = inhibition, hits mostly inhibitors; further: potency means the concentration at half of the fitted maximal effect; on the % scale 0 is the no-effect control and ±100 the full control effect
Target sequence (P51570 whole entry, looked up): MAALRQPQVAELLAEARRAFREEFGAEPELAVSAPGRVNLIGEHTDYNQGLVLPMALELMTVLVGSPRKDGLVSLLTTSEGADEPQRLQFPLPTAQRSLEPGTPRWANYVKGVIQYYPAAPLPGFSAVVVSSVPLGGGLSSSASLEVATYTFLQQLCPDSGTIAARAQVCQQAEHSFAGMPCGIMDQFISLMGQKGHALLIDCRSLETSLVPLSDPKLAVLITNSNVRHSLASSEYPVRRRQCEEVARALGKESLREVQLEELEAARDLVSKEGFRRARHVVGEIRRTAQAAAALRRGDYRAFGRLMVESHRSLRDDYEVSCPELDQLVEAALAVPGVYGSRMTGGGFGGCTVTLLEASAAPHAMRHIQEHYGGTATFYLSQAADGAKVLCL
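Quantitative HTS: GALK 5 nM, ATP 35 uM, galactose 100 uM, 1 h room temperature, then luciferase-based ATP detection.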
Menin-MLL TR inh = displaces Texas Red mutant MLL peptide from human menin. O00255. Menin + Texas Red MLL mutant peptide, fluorescence polarization. Potency, µM (doses to about 61.6 µM), for inactives: at the highest dose FP activity change, negative = inhibition, most hits filed as inhibitors. 0.23% of 270,000 active. AID 1768; active means well fitted inhibition curve with a large enough effect in the polarisation, with a control signal flat, not every such curve was filed as active; inconclusive means small, poorly fitted or top-dose-only effect, or effect the other way, or a change in a side signal; inactive means no such curve, though single readings can be large or run the other way; the % refers to the polarisation; further: potency means the concentration at half of the fitted maximal effect; % of control where 0% means no effect; many of its hits are not listed in these tables
Target sequence (O00255 whole entry, looked up): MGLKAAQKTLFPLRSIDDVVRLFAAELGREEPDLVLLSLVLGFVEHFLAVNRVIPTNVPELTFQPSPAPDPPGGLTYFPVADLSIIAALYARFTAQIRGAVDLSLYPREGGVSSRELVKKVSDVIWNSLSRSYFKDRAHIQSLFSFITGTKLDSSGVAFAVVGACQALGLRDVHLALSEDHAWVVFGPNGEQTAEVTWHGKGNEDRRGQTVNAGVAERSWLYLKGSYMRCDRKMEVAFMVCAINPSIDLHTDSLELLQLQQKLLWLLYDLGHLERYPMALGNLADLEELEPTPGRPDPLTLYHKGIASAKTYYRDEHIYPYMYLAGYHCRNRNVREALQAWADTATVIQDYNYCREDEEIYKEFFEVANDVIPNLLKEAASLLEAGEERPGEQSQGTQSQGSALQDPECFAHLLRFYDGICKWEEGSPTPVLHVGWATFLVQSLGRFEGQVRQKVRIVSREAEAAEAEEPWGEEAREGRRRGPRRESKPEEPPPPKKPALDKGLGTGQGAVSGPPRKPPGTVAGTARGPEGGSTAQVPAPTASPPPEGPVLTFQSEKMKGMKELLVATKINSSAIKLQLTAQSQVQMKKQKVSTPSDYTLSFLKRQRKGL
hERG WT inh = blocks the wildtype human KCNH2 potassium channel. AID 720551. 0.37% of 340,000 active. U2OS, BacMam KCNH2, thallium flux FluxOr; active compounds read low. activity change, % at 1.84 µM;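 active means maximum activity change below -70%; inconclusive means maximum activity change between -70% and -50%; inactive means maximum activity change above -50%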; further: on the % scale 0 is the no-effect control and ±100 the full control effect
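U2OS cells transduced with wild-type KCNH2 virus are loaded with FluxOr dye for 45 min, and thallium flux is measured in kinetic reads before and after stimulation buffer. Rate constants are normalized to DMSO controls.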
KCNH2 3.1 inh = KCNH2 3.1 (human) potassium channel inhibition | U2OS KCNH2 3.1, thallium flux FluxOr; active compounds read low | activity change, % (tested at about 1.8 µM) | 0.95% of 340,000 active | AID 720553;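 active means maximum activity change below -70%; inconclusive means maximum activity change from -70% to -50%; inactive means maximum activity change above -50%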;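 further: thallium influx rate constant from kinetic fluorescence after stimulation buffer; on the % scale 0 is the no-effect control and ±100 the full control effect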
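Kinetic fluorescence (2 min after stimulation buffer) measures Tl+ influx through KCNH2 3.1 expressed by viral transduction in U2OS cells; the rate constant is normalized against DMSO controls serving as positive and negative references.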
PKM2 act = increases activity of human pyruvate kinase M2 | 0.34% of 260,000 active | purified PKM2, Kinase-Glo ATP luminescence, activation; response scale: 0% is enzyme alone, no compound | AID 1631 | Potency, µM (doses to about 57.5 µM), for inactives: at the highest dose activation, actives largely listed as activators | P14618; further: potency means the concentration at half of the fitted maximal effect; on the % scale 0 is the no-effect control and ±100 the full control effect; nearly all actives have a fitted effect of over 55% in size
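Purified hPK-M2 (>95% pure) converted ADP (0.1 mM final) to ATP with 0.5 mM PEP in 50 mM imidazole pH7.2, KCl, MgCl2, Tween 20, BSA; 1 h at room temperature. ATP detected by Kinase-Glo luminescence.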
TRPV1 ag = agonists of human vanilloid receptor 1 (TRPV1); AID 540275; 0.19% of 320,000 active; activation, % at 8.33 µM; TRPV1-expressing cells, Fluo-8 calcium influx, agonist mode; in the data active means activation above about 80%; inconclusive means between about 30% and that limit; further: 0% is about no effect
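Cells expressing TRPV1 were dye-loaded with Fluo-8 and read kinetically: 10 s baseline, 3 min after compound (agonist portion), then 2 min after EC20 capsaicin (allosteric enhancer portion). Calcium-bound dye fluorescence at 480/520 nm.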
Starred values were filed as active, the others as inactive; ? = inconclusive; / = not tested or not shown; & = joins results of further samples; [ ] = remark or other dose. Unless noted, the call rests on the fitted dose curve; in most records, active means well fitted curve in the direction sought with a large enough effect; inconclusive means small, poorly fitted or top-dose-only effect, or another doubt; inactive means no such curve, though single readings can be large; an effect the other way counts as inactive or inconclusive.

SMILES	Coupling enz	Giardia killer	MLL CXXC-DNA inh	USP2a inh	B2AR arrestin	GALK inh	Menin-MLL TR inh	hERG WT inh	KCNH2 3.1 inh	PKM2 act	TRPV1 ag
CCn1cc(C(=O)N2CCOCC2)c(=O)c2cc(S(=O)(=O)N(C)C)ccc21	-2.4	19.6	2.4%	?	-1.7%	0.9%	6.5%	-3.2	4.8	-7.4%	1.6
C/C(=N\NC(=O)c1ccc(Cn2cc([N+](=O)[O-])cn2)o1)c1cccc(NC(=O)C(C)C)c1	2.7	8.3	-1.5%	2.7%	0.1%	/	2.5%	-3.7	-5.1	2.0%	-2.1
COc1cc(O)c(C(CCN2CCOCC2)c2cc(OC)c(OC)c(OC)c2)c(OC)c1 (stereo unspecified)	0.6&0.0	12.6&-8.5	-1.0%	11.7%	0.0%	-0.1%	2.5%	/	/	-0.6%	13.7
CN(C)S(=O)(=O)c1ccc(N)c([N+](=O)[O-])c1	5.4	-2.8	2.7%	7.1%	-0.6%	1.1%	22.7%	-6.5	-0.2	?	-3.7
C/C=C/C(=O)OCC(=O)Nc1cc(OC)c([N+](=O)[O-])cc1C	3.0	6.2	3.0%	-0.8%	0.1%	-6.0%	-0.8%	-8.0	-2.7	-1.8%	3.3
N/C(=N\S(=O)(=O)c1cc(C(F)(F)F)cc(C(F)(F)F)c1)c1ccc(Cl)cc1	-11.4	26.1	-7.3%	-10.9%	-0.5%	/	/	-0.6	6.3	3.4%	28.0
COc1ccccc1CNS(=O)(=O)c1c(C(=O)N2CCCC2)c(C)n(C)c1C	0.0	21.5	-8.6%	-0.9%	-0.1%	10.0%	-2.3%	1.6	-13.5	/	1.6
COc1cc(OC)cc(C(=O)NCc2nc(-c3ccccc3)no2)c1	1.2	13.6	6.6%	-0.8%	0.3%	-3.0%	9.7%	-3.0	-3.2	4.5%	-0.2
COc1ccc(-c2nnc(SCC(=O)Nc3cc(C)on3)o2)cc1	0.0	-2.8	-4.8%	-0.7%	?	9.4%	17.2%	-3.4	14.4	22.1%	-3.6
CC1=CC(=O)C=C(C)C1=NOc1ccccc1[N+](=O)[O-]	-36.6*	1.2	-2.9%	4.6%	-0.2%	/	?	-17.9	5.7	-0.4%	13.8
O=C(Nc1cccnc1)c1cc(F)cc(F)c1	1.5	-14.8	1.4%	1.0%	-0.3%	-0.7%	/	3.4	-2.5	-3.0%	24.0
Cc1cccc(OCCNS(=O)(=O)c2ccc(Cl)cc2)c1	/	9.8	/	-0.6%	-0.7%	/	/	1.2	-10.9	/	7.3
O=C(CSc1nc(-c2ccco2)cc(C(F)(F)F)n1)Nc1ccc2c(c1)CCC2	1.8	-1.9	7.3%	0.3%	-0.2%	-1.7%	-15.2%	1.4	-17.3	-12.9%	-1.4
CCn1cc(C(=O)NCc2ccco2)c(=O)c2cc(S(=O)(=O)N3CCC(C)CC3)ccc21	-1.4	18.4	-2.8%	-15.9%	0.5%	1.8%	23.5%	-4.0	3.6	-19.3%	28.6
O=C(CC1SC(=Nc2ccc(OC(F)F)cc2)N(CCN2CCOCC2)C1=O)Nc1ccc(F)cc1F (stereo unspecified)	-1.9	-17.5	-4.7%	0.8%	-0.3%	2.5%	11.9%	-101.3*	-113.6*	2.4%	4.5
COc1ccc(CNC(=O)COC(=O)c2c[nH]c(=O)[nH]c2=O)cc1OC	-0.4	14.5	-0.1%	1.9%	-0.4%	1.9%	-1.6%	-14.1	26.0	1.2%	-0.9
O=C(NCc1ccccn1)C1CCN(S(=O)(=O)c2ccccc2)CC1	5.1	10.5	10.0%	-1.7%	0.3%	1.5%	39.5%[activator]	-1.9	-6.5	7.3%	0.8
Cc1cc(C)nc(NS(=O)(=O)c2ccc(N3Cc4ccccc4C3=O)cc2)n1	2.1	-3.6	4.1%	2.1%	-3.1%	0.3%	-6.8%	8.5	-1.2	-7.4%	1.4
Cc1ccc2cc(CN(CC3CCCO3)S(=O)(=O)c3ccccc3)c3nnnn3c2c1 (stereo unspecified)	-1.0	-28.5	3.3%	-1.6%	-0.5%	-4.6%	5.7%	-4.2	-3.8	1.3%	9.5
CC1CCN(CC(O)COc2ccc(F)cc2)CC1 (stereo unspecified)	3.7	-3.5	-10.5%	0.9%	0.4%	1.4%	1.7%	66.5	-14.8	-1.6%	2.6
CCC1CCCCN1C(=O)CSc1nnc(-c2ccc(Cl)s2)o1 (stereo unspecified)	5.3	1.3	-2.9%	2.2%	4.1%	5.9%	-14.5%	-20.5	-0.5	-5.8%	0.1
Cc1cc(C)nc(N2CCC(C(=O)NCCc3ccc(F)cc3)CC2)n1	-1.8	2.5	3.1%	4.5%	0.1%	-1.4%	?	2.8	27.3	-13.5%	-5.1
O=S(=O)(Nc1ccc(F)cc1)c1ccc(S(=O)(=O)N2CCOCC2)cc1	/	-4.6	/	-0.2%	-0.1%	/	/	5.9	-0.2	/	/
CS(=O)(=O)N1CCC(C(=O)N2CCN(c3ccccc3)CC2)CC1	1.4	-8.8	4.1%	1.4%	-0.1%	-1.5%	6.8%	16.4	1.8	6.2%	10.6
COCCCNC(=O)c1cc(S(=O)(=O)NCCCN2CCCC2=O)ccc1Cl	/	-10.7	/	5.5%	0.0%	/	/	-2.9	4.4	/	/
C=CCn1c(SCC)nc(O)cc1=O	-9.7	15.1	-3.6%	-0.2%	-0.1%	0.6%	/	-20.7	-46.7	-5.1%	7.9
Cc1cc(=O)c2c(O)c(O)ccc2o1	-14.8	-0.7	9.8%	-1.6%	0.2%	2.2%	4.1%	-11.7	2.1	0.1%	1.4
CCCn1c2ccccc2c2cnn(CC(=O)NCCN(C)C)c(=O)c21	-2.1	8.8	33.4%	3.9%	-0.3%	1.1%	-19.5%	6.5	2.2	/	0.9
CCOC(=O)c1c(NC(=O)C(=O)N/N=C/c2ccccc2O)sc2c1CCCCC2	1.1	-27.3	40.3%[activator]	0.9%	0.4%	2.6%	7.7%	-13.9	4.0	-11.0%	2.3
Cc1noc(NS(=O)(=O)c2ccc(N/C=C\C(=O)c3ccc(F)cc3)cc2)c1C	16.2	7.5	-1.1%	1.0%	-0.3%	0.1%	?	3.0	4.3	-1.7%	7.9
O=C(Nc1nc(-c2ccccc2)nc2ccccc12)c1ccc(F)cc1	0.6	-15.9	-2.7%	2.4%	-0.3%	-3.0%	7.1%	15.4	-5.9	-13.3%	0.3
CC1CCc2c(sc(NC(=O)CCC(=O)O)c2C(=O)NC2CC2)C1 (stereo unspecified)	/	-0.2	-11.4%	-1.6%	-0.8%	-4.8%	/	-7.6	8.5	-28.0%	1.2
C[C@@H]1CC=C[C@H]2[C@H]1C(=O)N(Cc1ccccc1)[C@H]2c1ccc(F)c(/C=C/c2ccccc2)c1	-0.8	2.0	5.7%	8.2%	0.3%	0.1%	/	7.8	-8.0	-0.7%	21.6
O=C(Nc1ccccc1C(=O)O)c1ccc2c(c1)C(=O)N(c1cccc([N+](=O)[O-])c1)C2=O	7.0	-3.7	9.0%	0.9%	-0.3%	-1.0%	68.6%[activator]	-2.0	-0.7	/	-1.4
COc1ccc(CCC(=O)N2CCN(S(=O)(=O)c3ccc(OC)cc3)CC2)cc1	/	-7.7	/	1.0%	0.0%	/	/	-6.1	3.1	/	16.4
Cc1ccc(CNC(=O)c2ccc(N3CCC4(CC3)CC(c3ccccc3)=NO4)c(NC(=O)c3ccc(Cl)c([N+](=O)[O-])c3)c2)cc1	/	7.2	/	1.2%	0.1%	/	/	-18.0	-8.8	/	-1.7
COc1ccc(C(CNC(=O)c2ccc3c(c2)C(=O)N(CCC(C)C)C3=O)N2CCOCC2)cc1 (stereo unspecified)	-2.9	6.5	0.0%	-2.4%	-0.8%	-1.2%	-1.3%	0.2	-2.0	-0.3%	2.0
Cc1cc(C)c2c(N)c(C(=O)c3ccccc3Cl)sc2n1	-1.5	-8.1	-4.1%	8.7%	0.1%	0.3%	/	-1.5	1.1	2.8%	14.9
CN1CCN(C(=S)C(=O)Nc2ccccc2)CC1	1.6	3.9	0.5%	3.3%	-0.7%	-0.4%	-11.9%	1.0	14.2	-1.2%	2.9
CCOC(=O)c1nnc(-c2ccc(C)cc2)nc1Oc1ccccc1Cl	-2.6	-25.6	5.3%	0.6%	-0.1%	-0.5%	11.4%	-17.7	5.8	2.7%	15.0
COc1ccc(NC(=O)CSc2ccc3c(c2)OCCO3)cc1S(N)(=O)=O	/	-27.4	/	-1.0%	-0.3%	/	/	-5.5	5.0	/	/

A portion of the library; rates above refer to the full screens.
